Screens: PubChem, National Center for Advancing Translational Sciences (NCATS)
HTT ATP protect – qHTS Multiplex Assay to Identify Dual Action Probes in a Cell Model of Huntington: Cytoprotection (ATP); hit rate 0.14% among 230,000; AID 1471, 2008; Potency, µM (titrated, usually from 56.4 µM), for the others: cytoprotection (ATP increase), hits mostly activators; PC12 HTT-Q103 induced, cytoprotection, ATP luminescence, 40 h;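 also: % of control where 0% means no effect; nearly all actives have a fitted effect of over 45% in size; toxic huntingtin expression switched on by the ecdysone agonist tebufenozide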
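Huntington model: PC12 line, ecdysone-inducible HTTQ103 exon1–GFP, tebufenozide 100 nM. Test articles in a dose series. Endpoint luminescence from cellular ATP.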
Tau fluor cs – Counterscreen qHTS for Inhibitors of Tau Fibril Formation, Fluorescence Polarization. Potency, µM (series often up to 57.7 µM), inactives show top-dose activity change, negative = decrease. tau K18 P301L Alexa594 fluorescence, heparin fibrillization. hit rate 0.93% among 280,000; also: % is scaled to controls: 0 for no effect and ±100 for the full control effect; nearly all actives have a fitted effect of over 55% in size
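Human tau K18 P301L (15 uM unlabeled, 0.24 uM Alexa 594-labeled) in 100 mM sodium acetate pH 7 with 20 uM heparin, 6 hr at 37 C. ThT 30 uM added, 1 hr ambient; Alexa 594 FP and total fluorescence read at 555/632 nm.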
TRb-SRC2 inh – qHTS for Inhibitors of the Interaction of Thyroid Hormone Receptor and Steroid Receptor Coregulator 2; Thyroid hormone receptor beta (Homo sapiens), P10828; TRbeta-SRC2 peptide binding, fluorescence polarization; receptor liganded with 1 µM T3; Potency, µM (doses to about 106 µM), for the others: top-dose activity change, negative = inhibition, actives largely listed as inhibitors; hit rate 0.065% among 280,000; AID 1469, 2008;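 also: plate controls were bound peptide for no effect and peptide without receptor for full effect; nearly all actives have a fitted effect of over 50% in size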
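Binding of a 20-amino-acid Texas Red SRC2 peptide (20 nM) to TRb ligand-binding domain (0.6 uM) with agonist T3 at 1 uM was followed by fluorescence polarization after a 5 hr room-temperature incubation.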
RECQ1 inh – qHTS Assay for Inhibitors of RecQ-Like Dna Helicase 1 (RECQ1); RECQ1 DNA unwinding, red fluorescence kinetic read; Potency, µM (top dose mostly 57.3 µM), inactives show at the top dose activity, negative = inhibition, usual class: inhibitors; AID 2549, 2010; hit rate 0.54% among 240,000;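 also: plate controls were vehicle for no effect and no enzyme for full effect; nearly all actives have a fitted effect of over 30% in size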
Target sequence (P46063 whole entry, looked up): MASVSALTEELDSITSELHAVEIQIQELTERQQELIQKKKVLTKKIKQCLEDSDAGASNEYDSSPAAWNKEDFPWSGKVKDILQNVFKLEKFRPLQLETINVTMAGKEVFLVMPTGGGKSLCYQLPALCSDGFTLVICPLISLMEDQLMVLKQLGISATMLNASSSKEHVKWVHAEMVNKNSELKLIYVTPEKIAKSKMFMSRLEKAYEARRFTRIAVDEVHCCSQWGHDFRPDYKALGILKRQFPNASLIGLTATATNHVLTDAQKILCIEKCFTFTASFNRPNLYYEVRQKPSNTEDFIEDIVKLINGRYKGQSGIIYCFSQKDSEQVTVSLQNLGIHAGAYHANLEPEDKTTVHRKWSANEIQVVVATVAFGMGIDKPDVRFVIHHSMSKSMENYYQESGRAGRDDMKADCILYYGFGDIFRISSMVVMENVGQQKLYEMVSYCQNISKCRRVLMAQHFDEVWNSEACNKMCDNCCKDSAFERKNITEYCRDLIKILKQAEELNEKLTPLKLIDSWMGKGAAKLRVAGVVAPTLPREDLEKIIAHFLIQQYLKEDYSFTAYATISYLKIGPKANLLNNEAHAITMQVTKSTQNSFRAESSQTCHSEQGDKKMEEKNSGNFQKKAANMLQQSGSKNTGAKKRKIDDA
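RECQ1T1 50 nM; forked duplex (20 bp + 30-nt ss tails) 200 nM, ATP 2 mM final; pH 8.0, 2 mM MgCl2, 2.5 ug/ml poly(dI-dC); 15 min compound preincubation; discontinuous kinetic read over 2 h at RT.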
Tau ThT inhib – qHTS for Inhibitors of Tau Fibril Formation, Thioflavin T Binding | Microtubule-associated protein tau (Homo sapiens), P10636 | recombinant tau K18 P301L (four-repeat tau fragment), heparin-induced fibrillization, ThT fluorescence | Potency, µM (highest dose often 57.4 µM), for inactives: at the highest dose activity, negative = inhibition, hits mostly inhibitors | AID 1460, 2008 | hit rate 2.1% among 270,000; also: % is scaled to controls: 0 for no effect and ±100 for the full control effect; nearly all actives have a fitted effect of over 55% in size
Target sequence (P10636 561-689 P618L limits assumed): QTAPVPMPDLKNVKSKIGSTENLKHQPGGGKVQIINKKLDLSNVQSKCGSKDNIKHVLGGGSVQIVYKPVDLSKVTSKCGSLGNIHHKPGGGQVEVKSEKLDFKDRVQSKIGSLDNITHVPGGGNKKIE
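Aggregation was driven by heparin (20 uM final) acting on recombinant tau […] bearing P301L in 100 mM sodium acetate pH 7; fibrils were detected with Thioflavin T.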
L3MBTL1 inh – qHTS Assay for the Inhibitors of L3MBTL1; Potency, µM (titrated, usually from 57.1 µM), inactives show at the highest dose activity, negative = inhibition, usual class: inhibitors; AID 485360, 2010; hit rate 0.66% among 230,000; AlphaScreen L3MBTL1–H3K9me1 peptide binding; Lethal(3)malignant brain tumor-like protein 1 (Homo sapiens), Q9Y468; also: % is scaled to controls: 0 for no effect and ±100 for the full control effect; nearly all actives have a fitted effect of over 60% in size
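Displacement of a biotinylated histone H3(1-15) peptide monomethylated at Lys9 (75 nM) from L3MBTL1 (50 nM) was measured by AlphaScreen after a 30 min room-temperature compound incubation; cefsulodin titration served as intraplate control.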
Tau FP inhib – qHTS for Inhibitors of Tau Fibril Formation, Fluorescence Polarization; Microtubule-associated protein tau (Homo sapiens), P10636; K18 P301L tau heparin fibrillization, Alexa594 FP, 6 h; Potency, µM (titrated, usually from 57.7 µM), for inactives: top-dose activity, negative = inhibition, most hits filed as inhibitors; hit rate 0.39% among 280,000; AID 1468, 2008; also: % is scaled to controls: 0 for no effect and ±100 for the full control effect; nearly all actives have a fitted effect of over 55% in size
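K18 P301L tau (15 uM unlabeled/0.24 uM Alexa 594-labeled, final) + compound + heparin 20 uM final; 100 mM NaOAc pH 7; 6 hr 37 C; ThT 30 uM final added, 1 hr RT; FP ex 555/em 632 nm.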
TR SRC2 fluor cs – Total Fluorescence Counterscreen for Inhibitors of the Interaction of Thyroid Hormone Receptor and Steroid Receptor Coregulator 2 | TRb/SRC2 Texas Red total fluorescence interference | Potency, µM (doses to about 106 µM), for the others: at the top dose fluorescence change, negative = quenching | hit rate 0.29% among 280,000; active = well fitted curve in either direction with a large enough effect; inconclusive = small, poorly fitted or top-dose-only effect; also: % is scaled to controls: 0 for no effect and ±100 for the full control effect
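Human TRb ligand-binding domain at 0.6 uM with 20 nM Texas Red SRC2 peptide in Tris buffer containing 1 uM T3 and 5% DMSO, incubated with compound 5 h at ambient temperature. Total fluorescence (555/632 nm) calculated as parallel + 2 × perpendicular.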
Starred values were filed as active, the others as inactive; i = inactive; u = inconclusive; x = no result given; & = joins results of further samples; [ ] = another dose, or the depositor's remark. Unless noted, calls follow the shape of the dose curve; as a rule, active = well fitted curve in the direction sought with a large enough effect; inconclusive = small, poorly fitted or top-dose-only effect, or another doubt; inactive = no such curve, though single readings can be large; an effect the other way counts as inactive or inconclusive. Potency is read from the fitted curve at half-maximal effect.

| canonical_smiles | HTT ATP protect | Tau fluor cs | TRb-SRC2 inh | RECQ1 inh | Tau ThT inhib | L3MBTL1 inh | Tau FP inhib | TR SRC2 fluor cs |
| --- | --- | --- | --- | --- | --- | --- | --- | --- |
| Nc1nc(-c2ccc(Cl)cc2)nn1C(=O)c1cccnc1 | -19% | -4% | 8% | 6% | -13% | x | 2% | -3% |
| Cc1ccc(Cl)cc1NC(=O)CC1NC2CCCCC2NC1=O (centres undefined) | 17%[10 µM] | 5% | 4%[53 µM] | i | 5% | 1% | -1% | 0%[53 µM] |
| COc1cccc(CCNC(=O)c2ccc(C#N)cc2)c1 | 11%[10 µM] | -2% | 2% | i | -9% | 5% | -10% | -2% |
| Cn1c(=O)c(-c2ccccc2)c(O)c2ccccc21 | -9%&-8% | -3%&0% | 4%&-10% | -12% | -5%&-6% | x | -10%&2% | -4%&0% |
| CC1CCCCN1S(=O)(=O)c1cccc(S(=O)(=O)N2CCOCC2)c1 (centres undefined) | 12%[10 µM] | 5% | 2% | -2% | x | x | -2% | -1% |
| COc1ccc(-c2cn3c(n2)sc2cc(C(=O)NC4CCCc5ccccc54)ccc23)cc1 (centres undefined) | x | 7% | -3% | x | 10% | x | -7% | -12% |
| O=C(CSc1nnnn1-c1ccc2c(c1)OCCO2)OC1CCCCC1 | 8%[10 µM] | -28% | 0% | -22% | -27% | 26% | 0% | 1% |
| CC1(C)CC(=O)C(C=NCCN2CCN(C3CC(=O)N(c4cccc(Br)c4)C3=O)CC2)=C(O)C1 (centres undefined) | -3% | -4% | 0% | i | -4% | -2% | -5% | 0% |
| COc1ccccc1-n1cnc2cc(NS(=O)(=O)c3ccccc3)ccc21 | -4%[10 µM] | -21% | 5% | -1% | -13% | x | -3% | 1% |
| Fc1cccc(CSc2nc3ncc(Cl)cc3[nH]2)c1 | -24%[10 µM] | -17% | -9% | i | -15% | 41%[activator] | 7% | -3% |
| CCOc1cc(CNC(=O)c2ccc3c(c2)N(C)C(=O)C2CCCCN32)ccc1OC (centres undefined) | x | -8% | -6% | x | -6% | x | 8% | -1% |
| Cc1ccc(Oc2ccc(S(=O)(=O)N3CCOCC3)cc2C(N)=O)c(-n2nc3ccccc3n2)c1 | -93%[inhibitor] | -10% | 7% | i | -8% | 4% | 4% | 2% |
| O=C(Cn1cnc2c(nnn2Cc2ccc(Cl)cc2)c1=O)OCc1ccccc1 | 31%[10 µM] | -7% | -7% | i | -2% | -23% | 2% | 1% |
| CCOC(=O)CC(=O)Nc1cc(Cl)ccc1O | 9% | -2% | -7% | i | -9% | x | 7% | -1% |
| CSc1nc(SCC(N)=O)c2c3c(sc2n1)CN(C)CC3 | 5% | -28% | -17% | i | u | -7% | -13% | -3% |
| COC[C@H]1O[C@@H](c2c(OC)cc(OC)cc2OC)[C@H](OC)[C@@H](OC)[C@@H]1OC | x | -2% | 5% | -3% | 0% | x | 1% | -1% |
| CC(C)(C)c1ccc(C(=O)Nc2ccc(C(=O)OCc3cc(=O)n4ccsc4n3)cc2)cc1 | x | -27% | 2% | x | -9% | x | -7% | 0% |
| CC(C)=CCSc1nnc([C@@H](NC(=O)OC(C)(C)C)C(C)C)o1 | -8% | -5% | -7% | i | 1% | 6% | 1% | 0% |
| Cc1ccc(S(=O)(=O)Cc2nc(-c3ccc(C(=O)NCCCOC(C)C)cc3)oc2C)cc1 | x | -9% | -6% | x | -4% | x | -2% | -1% |
| CCOc1cccc(CC(=O)N2CCc3c([nH]c4ccccc34)C2c2ccc(OC)cc2)c1OCC (centres undefined) | x | -17% | -4% | x | -12% | x | -2% | -2% |
| CCC(=O)N1CCC(c2ccc(OC)cc2)=N1 | -1%[10 µM] | -1% | 6% | -3% | 8% | 1% | -6% | 1% |
| Oc1ccc(-c2nc3ccccc3s2)cc1 | -41%[10 µM] | u | 3% | -4% | -16% | 2% | -6% | -5% |
| O=C(CC(c1ccccc1)c1ccccc1O)NCc1ccccc1Cl (centres undefined) | -21%[10 µM] | -6% | 3% | -17% | 0% | 1% | -2% | 1% |
| CCn1c(NCc2cccc(OC)c2OC)nc2ccccc21 | -13%[10 µM] | 7% | -15% | -6% | -2% | 9% | 3% | 0% |
| CCOc1ccc(NC(=O)CSc2nc3c(oc4ccccc43)c(=O)n2-c2cc(C)cc(C)c2)cc1 | x | -13% | 5% | x | -8% | x | -1% | -30% |

Compound profiles (already shown):
`Cc1ccc(Oc2ccc(S(=O)(=O)N3CCOCC3)cc2C(N)=O)c(-n2nc3ccccc3n2)c1` is listed with HTT ATP protect = -93%[inhibitor]; Tau fluor cs = -10%; TRb-SRC2 inh = 7%; RECQ1 inh = i; Tau ThT inhib = -8%; L3MBTL1 inh = 4%; Tau FP inhib = 4%; TR SRC2 fluor cs = 2%
`CCOc1cccc(CC(=O)N2CCc3c([nH]c4ccccc34)C2c2ccc(OC)cc2)c1OCC` (centres undefined) is listed with HTT ATP protect = x; Tau fluor cs = -17%; TRb-SRC2 inh = -4%; RECQ1 inh = x; Tau ThT inhib = -12%; L3MBTL1 inh = x; Tau FP inhib = -2%; TR SRC2 fluor cs = -2%

Next section:
| canonical_smiles | HTT ATP protect | Tau fluor cs | TRb-SRC2 inh | RECQ1 inh | Tau ThT inhib | L3MBTL1 inh | Tau FP inhib | TR SRC2 fluor cs |
| --- | --- | --- | --- | --- | --- | --- | --- | --- |
| CC1(C(=O)NC(=S)N(CCC#N)c2ccccc2)CC1(Cl)Cl (centres undefined) | -7% | -9% | -1% | -10% | -3% | x | -7% | -6% |
| Cc1ccccc1OCc1nnc(SCC(=O)Nc2ccc3nc(SCC(=O)NC(C)(C)C)sc3c2)n1C | -14% | -15% | 8% | -3% | 6% | 4% | -13% | 0% |
| Cc1ccc(Cn2cc(S(=O)(=O)c3cccc(Cl)c3)c(=O)c3cc(F)c(N4CCCCC4)cc32)cc1 | x | 3% | -6% | x | 4% | x | -2% | 4% |
| Cc1ccc(Oc2nc3c(c(=O)n(Cc4ccccc4Cl)c(=O)n3C)n2C)cc1C | x | -11% | -6% | x | 1% | x | -5% | -2% |
| COc1cc(NC(=O)CCNC(=O)Cn2ccc3ccccc3c2=O)cc(OC)c1OC | x | -10% | -4% | x | -10% | x | -1% | 0% |
| Cc1cn2c(=O)c3ccccc3nc2n2c(=O)c3ccccc3nc12 | u | 0% | -2% | 1% | -1% | x | 5% | 0% |
| Cc1cc(C(=O)N2CCN(S(C)(=O)=O)CC2)sc1-c1ccccc1 | -12% | 0% | 11% | -3% | -3% | -1% | 0% | 0% |
| Clc1ccccc1-c1nnc2sc(CCc3ccccc3)nn12 | -16%[0.074 µM] | -17% | -24% | -19% | u | -3% | -9% | 1% |
| COc1cc(C)c(Cl)c(C)c1S(=O)(=O)NC1CC(C)(C)NC(C)(C)C1 | -26% | -11% | 9% | 0% | -7% | x | 0% | 3% |
| c1ccc(CCC2CCCCN2Cc2nc(-c3ccc4c(c3)OCO4)no2)nc1 (centres undefined) | -14%[10 µM] | 4% | -5% | -7% | -5% | -3% | 0% | -3% |
| O=C(CN1CCOCC1)Nc1ccc(S(=O)(=O)NC2CCCCC2)cc1 | -15% | -7% | -7% | i | 1% | 0% | -5% | -7% |
| O=C(OC(C(=O)Nc1ccc(Cl)cc1C(F)(F)F)c1ccccc1)C1=COCCO1 (centres undefined) | -11%[10 µM] | -14% | 3% | -6% | -2% | 10% | 14% | -2% |
| CCCn1c(=O)c2c(nc(Br)n2CCC)n(C)c1=O | -3% | -4% | 14% | 0% | -15% | 0% | 5% | 2% |
| O=C(/C=C/c1c(F)cccc1Cl)Nc1ccncc1 | 11%[10 µM] | -12% | -3% | i | -12% | -8% | -3% | 0% |
| Cc1c(CNCc2cccs2)c(C(=O)O)c(C)n1Cc1ccccc1 | 0%[10 µM] | -8% | -3% | -1% | u | 3% | 10% | -4% |
| CCOC(=O)CSc1nc2ccccc2n2c(C)nnc12 | x | -9% | -8% | x | -14% | x | -15% | 0% |
| CCN1CCC2(CC1)N=C(c1ccc(F)cc1)C(=S)N2 | -6% | -6% | -5% | -3% | -16% | x | 5% | -6% |
| O=C(NCc1ccc(F)cc1)C1CCN(S(=O)(=O)N2CCCCC2)CC1 | -1%[0.074 µM] | -19% | 1% | -17% | u | 0% | -3% | -5% |
| O=C(Oc1ccc(N(Cc2cccs2)C2=NS(=O)(=O)c3ccccc32)cc1)c1ccc(Cl)cc1 | -15%[10 µM] | -5% | -4% | 3% | -10% | 3% | u | 1% |
| CCC(=O)N1CCc2cc(S(=O)(=O)NCCC(=O)Nc3ccc(OC)c(Cl)c3)ccc21 | x | -16% | -3% | x | -9% | x | 4% | -1% |
| Clc1ccc2c(c1)C1OCCC1C(c1ccco1)N2 (centres undefined) | -123%[inhibitor][10 µM] | -18% | -3% | 9% | u | x | -19% | -5% |
| O=C(CCN1CCN(Cc2ccccc2)CC1)Nc1cccc(Cl)c1 | 8% | -13% | -1% | -7% | -9% | -1% | -8% | -1% |
| O=C(c1cccc(F)c1)N1CCN(C(=O)c2nn3cccnc3c2Cl)CC1 | 7%[10 µM] | 4% | -9% | -5% | 10% | -7% | -1% | -6% |
| C[C@@H]1CC=C[C@H]2[C@H]1C(=O)N(Cc1ccccc1)[C@H]2c1cccc([N+](=O)[O-])c1 | -36%[10 µM] | -15% | -2% | i | u | x | -3% | -2% |
| CC1CCCCN1c1nnc(NC(=O)Cn2c(=O)oc3ccccc32)s1 (centres undefined) | 11% | -18% | -12% | -7% | -13% | x | -14% | -3% |

The list is partial (hit frequency here may not be typical).
